SENP7 block: SENP7 protease inhibition; recombinant SENP7, Z-RLRGG-aminoluciferin luminescence, 40 min; inhibition, % at 5 µM; 330,000 compounds, 1.5% hits;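 active = inhibition above about 50% at the single test dose, limit read from the data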;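 also: plate controls were DMSO with enzyme for no effect and no enzyme buffer wells for full effect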
Target sequence (Q9BQF6 706-1050 limits assumed): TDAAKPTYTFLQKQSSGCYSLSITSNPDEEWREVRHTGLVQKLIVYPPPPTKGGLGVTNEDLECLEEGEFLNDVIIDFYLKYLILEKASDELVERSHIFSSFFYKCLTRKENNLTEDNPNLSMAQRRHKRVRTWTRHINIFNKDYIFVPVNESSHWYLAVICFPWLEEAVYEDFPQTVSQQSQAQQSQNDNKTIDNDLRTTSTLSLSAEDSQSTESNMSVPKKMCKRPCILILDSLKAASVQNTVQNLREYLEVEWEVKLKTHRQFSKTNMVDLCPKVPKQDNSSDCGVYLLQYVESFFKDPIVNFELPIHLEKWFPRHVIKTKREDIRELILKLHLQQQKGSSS
SENP8 block-1: blocks human SENP8 cleavage of Nedd8 substrate. recombinant SENP8, Nedd8 substrate fluorescence. inhibition, % at 20 µM. 360,000 compounds, 0.64% hits. AID 602440; in the data active = inhibition mostly above about 40%, no sharp cut-off; inactive = mostly below about 27%
Target sequence (Q96LD8 whole entry, looked up): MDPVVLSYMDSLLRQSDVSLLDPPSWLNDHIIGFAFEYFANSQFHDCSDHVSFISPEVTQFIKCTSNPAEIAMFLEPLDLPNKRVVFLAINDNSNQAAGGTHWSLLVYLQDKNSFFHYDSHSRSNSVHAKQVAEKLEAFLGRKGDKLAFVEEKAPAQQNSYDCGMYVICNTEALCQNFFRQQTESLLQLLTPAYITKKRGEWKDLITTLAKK
HKDC1 inhibitor: HKDC1 (human) hexokinase inhibition. Q2TB90. recombinant HKDC1, G6PDH/diaphorase resazurin coupled fluorescence. 340,000 compounds, 0.16% hits. AID 493160. inhibition, % at 20 µM;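 active = inhibition above about 35% when tested at 20 µM, limit read from the data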;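 also: plate controls were DMSO wells with enzyme for no effect and DMSO wells lacking enzyme for full effect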
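Test system: Recombinant HKDC1 (HK5) hexokinase enzyme, produced in-house | Input: HKDC1 at 5 µg/mL | Buffer or medium: Tris pH 8.0 buffer with MgCl2, Tween-20, BSA, BME | Schedule: 90 min reaction incubation at room temperature, dark | Technique: Resazurin-to-resorufin fluorescence via G6PDH and diaphorase coupling, 525/613 nm | Controls: DMSO wells with and without enzyme mix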
SENP6 block: blocks the human protease SENP6. inhibition, % at 10 µM. 330,000 compounds, 1.8% hits. Recombinant SENP6 catalytic domain, aminoluciferin luminescence. AID 2599. Q9GZR1;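 active = inhibition above about 50% at the single tested dose, limit read from the data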;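 also: plate controls were DMSO wells with enzyme for no effect and DMSO wells lacking enzyme for full effect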
Target sequence (Q9GZR1 628-1112 limits assumed): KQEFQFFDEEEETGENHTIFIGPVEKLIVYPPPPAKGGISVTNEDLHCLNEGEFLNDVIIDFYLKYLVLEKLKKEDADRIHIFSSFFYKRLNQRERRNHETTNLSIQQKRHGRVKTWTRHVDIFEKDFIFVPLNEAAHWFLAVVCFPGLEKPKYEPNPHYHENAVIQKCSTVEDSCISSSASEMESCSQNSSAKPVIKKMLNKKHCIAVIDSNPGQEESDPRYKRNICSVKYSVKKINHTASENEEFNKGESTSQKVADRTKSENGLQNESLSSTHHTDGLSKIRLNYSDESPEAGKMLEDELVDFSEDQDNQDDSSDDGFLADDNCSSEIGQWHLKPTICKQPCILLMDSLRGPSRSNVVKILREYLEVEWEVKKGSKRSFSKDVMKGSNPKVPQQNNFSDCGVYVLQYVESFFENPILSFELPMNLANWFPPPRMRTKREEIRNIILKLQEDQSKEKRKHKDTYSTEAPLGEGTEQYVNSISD
SENP8 block-2: inhibitors of human SENP8 protease; purified SENP8, Z-RLRGG-aminoluciferin cleavage, luminescence; inhibition, % at 10 µM; 330,000 compounds, 1.2% hits; AID 2540; in the data active = inhibition above about 50%
SENP1 FRET inh: blocks the human SENP1 SUMO protease catalytic domain. Q9P0U3. recombinant SENP1 catalytic domain, CyPet-SUMO1-YPet FRET cleavage. inhibition, % at 10 µM. 360,000 compounds, 0.21% hits;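 active = inhibition at least 30% at 10 µM, raw YFP signal under a set limit, fluorescence ratio 0.5 to 1.5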;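 also: 0% = enzyme with DMSO and 100% = no enzyme wells; some results filed as inactive read as strong as hits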
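Assay system – human recombinant His6-tagged SENP1 catalytic domain enzyme · Input – SENP1 enzyme, 20 pM final · Buffer or medium – Tris pH 8 buffer plus EDTA, NaCl, BME, BSA, NP40, catalase · Schedule – 50 min reaction at room temperature · Technique – FRET read of cyan and yellow fluorescence · Control set – no-enzyme wells low, DMSO-plus-enzyme wells high control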
PfG6PD inh: PfG6PD (Plasmodium falciparum) enzyme inhibition. PfGluPho enzyme, NADPH resazurin-diaphorase fluorescence. inhibition, % at 20 µM. 350,000 compounds, 0.78% hits. AID 504690;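 active = inhibition reaching at least a set limit at 20 µM in the primary screen, cut at about 59% in these data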;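 also: 0% = DMSO wells with substrate and 100% = DMSO wells lacking glucose-6-phosphate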
Apaf1 inhib: inhibitors of human Apaf-1 apoptosome; 330,000 compounds, 0.71% hits; inhibition, % at 20 µM; O14727; AID 489030; reconstituted apoptosome caspase-3 activity, DEVD-Rh110 fluorescence; active = inhibition of at least 40% at 20 µM;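 also: plate controls were DMSO wells for no effect and DEVD-CHO caspase inhibitor wells for full effect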
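Material: reconstituted apoptosome with Apaf-1, cytochrome c, caspase-9, procaspase-3, dATP / Buffer or medium: pH 7.5 Hepes buffer with CHAPS, BSA, DTT / Also added: cytochrome c with DEVD-Rh110 / Schedule: compound with Apaf-1, dATP, procaspase-3 30 min, then 50 min reaction, room temperature / Technique: rhodamine 110 fluorescence at Ex 480/Em 540 nm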
NALP3 yeast inh: NALP3 inhibition in yeast | inhibition, % at 10 µM | 330,000 compounds, 0.39% hits | Yeast reconstituted NLRP3/ASC/caspase-1, beta-gal luminescence, 24 h;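 active = inhibition of 50% or more; inactive = inhibition below 50%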;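 also: plate controls were induced DMSO wells for no effect and uninduced yeast grown without galactose for full effect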
* = called active by the depositor; i = inactive; / = no result given.

SMILES	SENP7 block	SENP8 block-1	HKDC1 inhibitor	SENP6 block	SENP8 block-2	SENP1 FRET inh	PfG6PD inh	Apaf1 inhib	NALP3 yeast inh
O=C(Nc1ccc(NC(=S)NC(=O)C(c2ccccc2)c2ccccc2)cc1)c1ccccc1	6	28	5	-12	-4	0	-2	-2	17
COc1cc2c(cc1OC)C(CSc1ccccc1C(=O)O)=NC(C)(C)C2	9	-106	-9	8	-4	18	11	1	11
CC1CCCCN1CCNC(=O)C1CCN(S(=O)(=O)c2cccc3nsnc23)CC1 (stereo not given)	-1	22	3	1	1	-16	-14	-6	14
CN(O)C(=O)Nc1ccc([N+](=O)[O-])cc1	13	18	11	6	4	0	-7	-4	-7
Oc1ccc2ccccc2c1CN1CCCC1	2	-210	12	3	6	-1	9	-9	-7
CCc1ccc(CN(C)C(=O)C2CCC(=O)N(CC3CCCCC3)C2)cc1 (stereo not given)	2	-2	3	-12	-5	1	-4	18	21
COc1ccc(/C=C/C(=O)O/N=C(\N)c2ccccn2)cc1OC	13	-112	2	5	-9	-1	3	5	17
C=CCN1C(=O)N(c2ccc(Cl)cc2)C(=O)C1CC(=O)Nc1ccc(F)cc1 (stereo not given)	1	2	-4	-16	5	4	12	-5	-5
CC(=O)c1ccc(S(=O)(=O)N2CCc3ccccc3C2)cc1	-5	7	-6	12	-4	1	-14	-15	31
Cn1c(SCc2cccc(C#N)c2)nc2ccccc2c1=O	11	10	1	3	-10	0	0	13	44
CCN(CC)S(=O)(=O)c1ccc(N=NC2=C(O)CC(C)(C)CC2=O)cc1	1	26	9	-2	3	-1	-18	31	-7
Cc1cc(C)c(NC(=O)CSc2ccc(-c3ccccn3)nn2)c(C)c1	-1	11	-7	-10	-7	-2	6	3	0
Cc1nnc(SCc2nc3ccccc3s2)n1-c1ccccc1	-5	-69	-9	0	4	-68	35	-7	14
O=C(Nc1ccccc1)OC1CCC2CC1CCC2OC(=O)Nc1ccccc1 (stereo not given)	1	21	22	-3	3	-1	-3	20	-9
C#CC[N+](CC)(CC)CC#Cc1ccccc1	-1	0	-4	-17	-4	1	11	-7	16
COc1cccc(-c2nc3ccc(O)cc3c(=O)o2)c1	87*	-36	-2	89*	74*	-8	17	-1	-3
CCOc1ccc(CCNC(=O)CCOc2cc(C)ccc2C)cc1OCC	1	9	2	-34	6	-1	-12	17	22
CCCn1c(N)c(C(=O)CN(C)CC(=O)Nc2ccc(C)cc2)c(=O)[nH]c1=O	-21	-3	-5	9	-6	1	8	1	19
CCOC(=O)[C@@H]1[C@H]2COc3cc(OC)ccc3[C@@H]2N2C(=O)N(c3ccc(C)cc3)C(=O)[C@@]12C	2	22	0	-6	10	-1	8	14	4
O=C(CN1C(=O)CSC1=O)Nc1ccccc1F	2	14	-5	-6	0	3	-5	2	-8
O=c1c2ccccc2c(-c2ccc(Cl)cc2)nn1-c1ccccc1	2	9	-4	5	8	3	-7	20	-5
OC[C@H]1O[C@H](OC[C@H]2O[C@H](OC[C@H]3O[C@H](O[C@]4(CO)O[C@H](CO)[C@@H](O)[C@@H]4O)[C@H](O)[C@@H](O)[C@@H]3O)[C@H](O)[C@@H](O)[C@H]2O)[C@H](O)[C@@H](O)[C@H]1O	4	6	-2	7	-5	-2	-2	-9	4
CCNS(=O)(=O)c1ccc(CCC(N)=O)cc1	-5	-2	-5	0	1	1	-11	-10	21
COc1ccc(-n2c(SCC(=O)N3CCOCC3)nc3ccccc3c2=O)cc1	-4	6	-2	-11	-5	0	16	-13	5
Cc1cccc(NC(=O)CSc2nc3ccccc3o2)c1	-3	24	0	-8	-1	1	8	8	-10
CC(Oc1ccc(F)cc1)C(=O)Nc1ccc(N2CCOCC2)cc1N1CCOCC1 (stereo not given)	1	3	0	0	1	3	6	8	24
Cc1ccccc1NS(=O)(=O)c1ccc2c(c1)n(C)c(=O)n2C	5	1	-1	-3	1	1	-1	2	14
O=C(CCCN1C(=O)/C(=C/c2cccs2)SC1=S)Nc1ccccn1	7	21	-9	-14	1	-4	-6	12	22
CC(C)c1cc(CN2CCOCC2)cc(C(C)C)c1O	-10	20	2	-3	-6	2	1	-13	-14
CCN1C(C(=O)c2ccccc2)=C(Nc2ccccc2C)c2ccccc2S1(=O)=O	7	30	0	0	0	20	-34	15	34
CC(Oc1ccccc1)C(=O)N1CCN(c2ccc(N3CCOCC3)nn2)CC1 (stereo not given)	15	-447	4	-16	-6	-22	-16	-3	8
O=C(NCC1CCCO1)c1ccc(Br)s1 (stereo not given)	-2	1	2	6	4	2	13	i	14
CC1(C)CC1C(=O)Nc1ccc([N+](=O)[O-])cc1Br (stereo not given)	7	20	-4	12	0	3	-9	7	7
Cc1ccc(C)c(OC(=O)C2CSC3(C)CCC(=O)N23)c1C (stereo not given)	7	4	2	-8	-13	0	-6	-5	22
ClCc1csc(N/N=C/c2cccs2)n1	-9	/	/	0	-8	/	/	2	0
O=C1C=C(c2ccc3[nH]ccc3c2)CCC1	-9	-12	-7	-27	1	1	6	-5	26
CCN1CCN(C(=O)c2ccc3c(c2)N(Cc2ccc(C)cc2)CCS3)CC1	-6	-409	-2	-26	4	3	-8	15	14
O=C(Cn1ccc(NC(=O)OCc2ccccc2)nc1=O)NCCc1c[nH]c2ccccc12	-15	22	-2	-18	-7	3	-6	1	3
O=C(O)C1CSC2(CCN(Cc3ccccc3)CC2)N1 (stereo not given)	-3	18	-7	-11	-6	-8	3	-7	4
Cc1cnc(C(=O)OCC(=O)Nc2cccc(S(=O)(=O)N3CCCCC3)c2)cn1	-6	3	-7	-17	-17	-3	2	4	-2
NS(=O)(=O)c1ccc(NC(=S)NNC(=O)c2ccc(Br)o2)cc1	-10	11	0	2	-10	-1	-10	3	9
Nc1c(C(=O)c2ccco2)oc2ccccc12	-10	/	/	-27	-16	/	/	11	24
COc1ccc(C(=O)Nc2ccc(N3CCN(C(=O)c4ccccc4C)CC3)cc2)cc1	-10	6	-4	2	-8	0	-32	6	16
CCC(=O)Nc1ccc(C(=O)CSc2nnc(-c3ccccc3F)n2CCc2ccccc2)cc1	4	-13	-6	5	-8	-10	36	15	8
COc1cc(OC)cc(C(=O)N[C@H](C(=O)OCC(N)=O)C(C)C)c1	3	7	7	2	6	1	0	9	11
CN(c1ccccc1)S(=O)(=O)c1cccc(NC(=O)Cc2n[nH]c(=O)c3ccccc23)c1	-6	16	0	-25	-12	-1	3	24	9
CCCCCCCCCCCC1N=C(N)NC(CCCO)=C1C(=O)OC (stereo not given)	/	14	-5	/	/	-4	3	/	/
CCCCCNc1nc(-c2ccccc2)nc(-n2ccnc2)n1	-6	32	-13	12	4	0	-5	-7	6
COc1ccc(OC)c(N=C(C)C2=C(O)COC2=O)c1	1	13	-3	-4	2	-1	22	0	15
COCCN(C(=O)CNC(=O)c1ccco1)C(C(=O)NC1CCCC1)c1ccc(OC)c(OC)c1 (stereo not given)	-1	3	-4	24	5	3	-1	-3	25
CC(=O)N1c2ccc(S(=O)(=O)N3CCC(C(=O)Nc4cc(C)ccn4)CC3)cc2CC1C (stereo not given)	-2	17	-6	12	0	2	7	4	12
N#CCC(=O)N/N=C1\CCCCC1C1CCCCC1 (stereo not given)	1	12	-9	-5	0	2	-1	-18	13
CCOC(=O)c1[nH]cnc1N=Nc1c(O)ccc2ccccc12	/	10	2	/	/	62*	-5	/	/
O=C(Nc1ccc(NC(=O)c2ccc(Cl)cc2Cl)cc1)c1ccc2c(c1)OCO2	-7	-64	-7	-11	-1	-1	-16	-1	-17
CCOc1ccccc1N(CC(=O)NCC1CCCO1)C(=O)CCC(=O)Nc1ccccn1 (stereo not given)	/	19	-9	/	/	3	-7	/	/
O=C(NNS(=O)(=O)c1ccccc1)c1cc2cc3ccccc3nc2s1	-6	-39	9	-3	-6	1	-37	6	-6
COC(=O)c1ccc(COc2ccc(-c3nnn(CC(N)=O)n3)cc2)cc1	5	14	6	-26	-3	3	14	-15	10
Cc1cn(S(=O)(=O)c2cc(Br)ccc2Br)cn1	5	6	-2	-16	-2	1	-2	2	0
CCN(C(=O)CN1C(=O)S/C(=C\c2ccc(Cl)cc2)C1=O)C1CCS(=O)(=O)C1 (stereo not given)	12	21	0	5	-19	0	-4	5	14
C/C(=N\OCC(=O)OCC(=O)NC(=O)c1ccccc1)c1ccc2c(c1)OCO2	1	14	-5	3	-3	2	-2	9	12

Three entries out of the list above, sorted by the number in PfG6PD inh, largest number first:
| molecule | SENP7 block | SENP8 block-1 | HKDC1 inhibitor | SENP6 block | SENP8 block-2 | SENP1 FRET inh | PfG6PD inh | NALP3 yeast inh |
| --- | --- | --- | --- | --- | --- | --- | --- | --- |
| CCCn1c(N)c(C(=O)CN(C)CC(=O)Nc2ccc(C)cc2)c(=O)[nH]c1=O | -21 | -3 | -5 | 9 | -6 | 1 | 8 | 19 |
| Cc1ccc(C)c(OC(=O)C2CSC3(C)CCC(=O)N23)c1C (stereo not given) | 7 | 4 | 2 | -8 | -13 | 0 | -6 | 22 |
| CCOc1ccccc1N(CC(=O)NCC1CCCO1)C(=O)CCC(=O)Nc1ccccn1 (stereo not given) | / | 19 | -9 | / | / | 3 | -7 | / |

(list continues)
SMILES	SENP7 block	SENP8 block-1	HKDC1 inhibitor	SENP6 block	SENP8 block-2	SENP1 FRET inh	PfG6PD inh	Apaf1 inhib	NALP3 yeast inh
O=C(c1ccccc1)C1(c2ccccc2)OC1c1ccccc1 (stereo not given)	/	17	-6	/	/	-2	-7	/	/
CCOC(=O)C1CCN(c2cc(C)nc3cc(-c4cccc(F)c4)nn23)CC1	5	-278	-10	-13	-1	-33	5	-3	11
CC1(C(=O)OCC(=O)NC(=O)NCc2ccccc2)CC1(Cl)Cl (stereo not given)	-1	13	3	-38	-15	0	15	11	10
CCN(CC(=O)NCc1ccc(Cl)cc1)C(=O)CSCC(=O)Nc1ccc(C)cc1	11	10	1	-5	1	1	5	18	7
COc1ccccc1C(=O)Nc1nc2ccccc2s1	100*	-171	6	100*	97*	1	26	-6	36
O=C(CSc1ncccn1)NC(=O)NCc1ccco1	11	3	-10	4	5	-2	7	-3	10
O=C(CSC1=NNC(c2ccccn2)S1)Nc1ccc(C(F)(F)F)cc1 (stereo not given)	8	31	-24	-13	-2	2	1	-19	16
Cc1nn(-c2ccccc2)c(C)c1NC(=O)COc1ccc(F)cc1Cl	3	27	-14	-22	-6	-3	-1	-3	18
O=C(O)c1ccc(S(=O)(=O)c2ccc3c(c2)C(=O)N(NC(=O)c2cccnc2)C3=O)cc1	3	19	-8	8	2	3	-38	-18	-14
CC1CN(C(=S)Nc2ccccc2)N(c2ccccc2)C1 (stereo not given)	-5	4	-9	-4	3	-1	0	-8	-24
Cc1ccc(-n2cc(CN3CCNC(=O)CC3)c(-c3ccc(F)cc3)n2)cc1	0	20	14	-6	6	0	-22	-6	4
CC(C)CCN1CCN(Cc2ccoc2)CC1CCO (stereo not given)	-11	20	-1	-11	-9	-2	-18	0	4
CCCCSCCCNC(=O)c1ccc2c(c1)N(CC)C(=O)c1ccccc1S2=O (stereo not given)	5	20	1	-5	0	2	-11	20	6

From PubChem
